Screens as filed in PubChem.
KAT2A inh: blocks human GCN5L2 histone acetyltransferase. Q92830. GCN5L2 HAT assay, ThioGlo1 CoA-SH fluorescence. Potency, µM (top dose mostly 58.9 µM), without a hit: top-dose activity change, negative = inhibition, most hits filed as inhibitors. 390,000 tested, 0.21% active
Target sequence (Q92830 whole entry, looked up): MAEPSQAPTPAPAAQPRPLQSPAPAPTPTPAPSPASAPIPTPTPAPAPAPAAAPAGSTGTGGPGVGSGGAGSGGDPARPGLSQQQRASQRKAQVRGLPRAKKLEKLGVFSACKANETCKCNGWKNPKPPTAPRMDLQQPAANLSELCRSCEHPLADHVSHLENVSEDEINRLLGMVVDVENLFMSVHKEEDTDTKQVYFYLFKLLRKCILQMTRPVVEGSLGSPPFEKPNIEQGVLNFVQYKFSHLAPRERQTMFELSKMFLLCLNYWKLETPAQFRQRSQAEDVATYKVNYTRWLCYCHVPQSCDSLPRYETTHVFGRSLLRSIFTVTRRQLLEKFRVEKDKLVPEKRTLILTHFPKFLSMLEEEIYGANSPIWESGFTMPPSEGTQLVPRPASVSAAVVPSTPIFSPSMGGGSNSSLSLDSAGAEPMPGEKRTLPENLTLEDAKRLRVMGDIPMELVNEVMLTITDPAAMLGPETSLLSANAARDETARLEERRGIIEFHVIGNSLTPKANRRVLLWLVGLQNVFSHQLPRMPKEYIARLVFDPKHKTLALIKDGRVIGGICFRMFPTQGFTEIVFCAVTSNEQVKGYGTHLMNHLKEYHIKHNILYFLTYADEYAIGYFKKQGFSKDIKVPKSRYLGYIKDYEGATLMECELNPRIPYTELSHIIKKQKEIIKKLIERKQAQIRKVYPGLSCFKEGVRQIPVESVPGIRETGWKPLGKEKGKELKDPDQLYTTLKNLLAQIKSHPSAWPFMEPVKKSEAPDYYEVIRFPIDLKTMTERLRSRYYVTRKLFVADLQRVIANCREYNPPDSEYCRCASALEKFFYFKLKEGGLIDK
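GCN5L2 (20nM final) in 50mM HEPES, 0.1mM EDTA pH 7.5, 0.01% Tween-20 was preincubated 15 min at room temperature with compound, then given ThioGlo1 (50uM), H3(1-25) peptide (75uM) and acetyl-CoA (70uM); CoA-thiol fluorescence (Ex340/Em540) was read at 0 and 20 min.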
FEN1 inhibitor: human FEN1 inhibition; P39748; 390,000 tested, 0.35% active; Potency, µM (doses to about 114 µM), for the others: at the highest dose activity change, negative = inhibition, actives largely listed as inhibitors; Recombinant FEN1 flap cleavage, fluorescence, 15 min; note: nearly all actives have a fitted effect of over 65% in size
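Steps: FEN1 (10 nM) dispensed; compound added by pin tool; 15 min at room temperature; substrate added to 50 nM final; reads at 0 min and 15 min; data normalized and fitted (four-parameter Hill).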
DT40 TDP1 CPT: DT40-hTDP1 cell growth loss with CPT. 420,000 tested, 12% active. chicken DT40 Tdp1-/-;hTDP1 cells + 20 nM CPT, ATP luminescence, 48 h. Potency, µM (series often up to 46.2 µM), without a hit: at the highest dose activity change, negative = growth inhibition, most hits filed as inhibitors; note: nearly all actives have a fitted effect of over 55% in size
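Chicken DT40 Tdp1-/- cells stably complemented with human TDP1 were seeded at 400 cells/well in medium containing 20 nM camptothecin, exposed to pin-transferred compounds, and grown at 37 °C for at least 48 hr. Viability was read as ATP luminescence.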
Active calls of the source: *; ? = inconclusive; . = not tested or not shown; & = joins results of further samples; [ ] = remark or other dose. Calls come from the whole dose curve; as a rule, active = well fitted curve in the direction sought with a large enough effect; inconclusive = small, poorly fitted or top-dose-only effect, or another doubt; inactive = no such curve, though single readings can be large; an effect the other way counts as inactive or inconclusive. % is set by controls: 0 for no effect and ±100 for the full control effect; potency is the fitted concentration of half-maximal effect.

Values run as follows: KAT2A inh	FEN1 inhibitor	DT40 TDP1 CPT
CCOC(=O)c1sc(=S)n(Cc2ccccc2)c1N
    -22%	1%	-10%
CCSc1nnc(NC(=O)CSc2nnc(CNC(=O)c3ccccc3F)o2)s1
    -3%	1%	-5%
Cc1ccc2cc(CCNC(=O)c3c(-c4ccccc4Cl)noc3C)c(=O)[nH]c2c1
    -4%	18%	23µM*
Cc1cc(=O)oc2cc(OCc3ccc(C(=O)OCC(=O)N(C)C4CCS(=O)(=O)C4)cc3)ccc12 (stereo unspecified)
    -2%	-12%	-2%
N#Cc1cc2c(OCC(O)CN3CCN(C(c4ccccc4)c4ccccc4)CC3)cccc2[nH]1 (stereo unspecified)
    -8%&-27%	.	8.9µM*
Cc1ccc2c(=O)cc(C(=O)NC3CCS(=O)(=O)C3)oc2c1 (stereo unspecified)
    -4%	2%	-1%
CN(C)S(=O)(=O)c1ccc(C(=O)N2CC(=O)Nc3ccc(Br)cc3C2c2ccc(F)cc2)cc1 (stereo unspecified)
    -16%	8%	?
CSCC[C@H](NC(=O)c1ccco1)c1nnc2ccccn12
    1%	-3%	16%
C=CCN1C(=O)c2ccc(C(=O)N3CCN(S(=O)(=O)c4ccccc4Br)CC3)cc2C1=O
    -5%	10%	-8%
CCC(Sc1nc(C)cc(=O)[nH]1)C(=O)Nc1nnc(C)s1 (stereo unspecified)
    -2%	-1%	3%
Cc1cc(OCC(=O)NCCN2CCOCC2)c2c(C)c(C)c(=O)oc2c1
    -7%	-5%	-3%
COCCn1nnnc1CN1C2CCCC1CC(NC(C)=O)C2 (stereo unspecified)
    2%	2%	-15%
COc1ccc(OC)c(CCNC(=O)Cn2nc(C)c3c(C)n(-c4ccc(C)cc4)nc3c2=O)c1
    -14%	?	-16%
O=C1CCCC(O)=C1C1C2=C(CCCC2=O)Oc2ccccc21 (stereo unspecified)
    0%	-2%	-10%
CN(C)c1ccc(C=NNC(=S)Nc2ccc(F)cc2)cc1
    .	-31%	3.7µM*
COc1ccc(C(c2c(N)[nH]c(=S)[nH]c2=O)c2c(N)[nH]c(=S)[nH]c2=O)cc1
    -7%	21%	2%
CCCn1c2c(c(O)c(C(=O)Nc3ncccc3O)c1=O)CCCC2
    -15%	-10%	1%
Cc1ccc(F)c(N=Cc2c(O)c3ccccc3oc2=O)c1
    1%	1%	-1%
Cc1ccc(NC(=O)c2ccc(NCCc3ccccc3)c([N+](=O)[O-])c2)cc1F
    0%	-2%	?
O=C(COc1ccccc1)Nc1ccc2c(c1)Cc1cc(NC(=O)COc3ccccc3)ccc1-2
    -9%	-1%	7%
CCN1CCCC1CNC(=O)C(=O)Nc1cccc(OC)c1 (stereo unspecified)
    -3%	7%	16%
Cc1ccc(C(=O)NCC(=O)O)s1
    31%[activator]	-10%	20%
Cc1ccc2c(COC(=O)CNS(=O)(=O)c3ccccc3)cc(=O)oc2c1
    2%	-5%	-1%
CCS(=O)(=O)Nc1ccc(-c2cc(-c3ccccc3)c3cc(C)ccc3n2)cc1
    -21%	-17%	?
CCN(CC)CCOCCOc1ccccc1F
    -5%	-12%	-7%
C/C(=N\N=C(N)N)c1cccc([N+](=O)[O-])c1
    -2%	-3%	?
COc1ccc(C2C=C(c3ccc(F)cc3)Nc3nc(-c4ccc(Cl)cc4)nn32)cc1 (stereo unspecified)
    -6%	-4%	?
COc1ccc(NC(=S)N(CCCN2CCCC2)Cc2cccs2)cc1
    -5%	6%	8%
COc1ccccc1C1CC(=O)NC(C)=C1C(=O)OCC(C)C (stereo unspecified)
    ?	7%	12µM*
c1ccc(-c2ccc(-c3nc(-c4cccnc4)no3)cc2)cc1
    0%	-8%	-27%

The final two records of the section above are carried over, then new ones follow:
Values run as follows: KAT2A inh	FEN1 inhibitor	DT40 TDP1 CPT
COc1ccccc1C1CC(=O)NC(C)=C1C(=O)OCC(C)C (stereo unspecified)
    ?	7%	12µM*
c1ccc(-c2ccc(-c3nc(-c4cccnc4)no3)cc2)cc1
    0%	-8%	-27%
O=C(NCc1ccc(Cl)cc1)c1cc2ccccn2n1
    -4%	16%	-5%
CCOP(=O)(c1ccccc1)C(O)c1ccc(F)cc1 (stereo unspecified)
    -3%	1%	4%
COc1ccc(NC(=O)Cn2nnc(-c3ccccc3NS(=O)(=O)c3ccc(OC)cc3)n2)cc1
    -8%	3%	?
CC(=O)c1cccc(NC(=O)N2CCC(c3nnc(SCC(N)=O)n3C)CC2)c1
    -1%	8%	-11%
O=C(Nc1ccccc1N1CCOCC1)C1=COCCO1
    1%	-1%	?
COc1ccccc1[C@@]1(C)ON(c2ccccc2C(F)(F)F)C1=O
    4%	-5%	?
COc1ccccc1N1CCN(C(c2ccccc2)c2nnc(-c3ccccc3Cl)o2)CC1 (stereo unspecified)
    -11%	?	29µM*
CC(=O)N(Cc1ccccc1)c1ccc(C(=O)O)cc1
    1%	-9%	-2%
COc1ccc(CC(=O)NCc2n[nH]c(=S)n2-c2ccc(F)cc2)cc1
    4%	19%	-5%
Nc1c(C(=O)CSc2nnc(COc3ccc(Cl)cc3)o2)c(=O)[nH]c(=O)n1C1CC1
    0%	20%	-11%
CCOC(=O)C1CCN(C(=O)c2cc3ccc4ccc(C)[nH]c4c3n2)CC1
    -1%	-1%	18µM*
COc1cccc(NC(=O)NCC2CCN(Cc3ccc(F)cc3)CC2)c1
    -21%	-5%	-26%
CCCc1nc(N2CCCC2)c(C#N)c2c1CCCC2
    1%	-8%	-19%
COC(=O)c1ccc(N2C(=O)Nc3ccccc3N2O)cc1
    -2%	-2%	2%
COc1ccc(-c2nnc(SCC(=O)NC3CCCCC3)nc2-c2ccc(OC)cc2)cc1
    3%	8%	?
Cc1ccccc1NC(=S)N1CCCC1
    9%	-4%	2%
COc1ccc(-c2sc(NC(=O)c3ccc(C)cc3)nc2-c2ccc([N+](=O)[O-])cc2)cc1
    -6%	8%	23µM*
CCOc1ccc(NC(=O)CSC2=C(C#N)C(c3ccc4c(c3)OCO4)CC(=O)N2)cc1 (stereo unspecified)
    0%	-7%	-26%
Cc1ccc(Cn2ccc(NC(=O)c3cc(C4CC4)on3)n2)cc1
    3%	4%	-14%
CCC1=NC(c2ccc(Br)cc2)N(O)C1(C)C (stereo unspecified)
    -7%	0%	-1%
CCc1cc2c(COC(=O)c3cccc(NS(C)(=O)=O)c3)cc(=O)oc2cc1O
    -7%	-20%	16µM*
CON=C1C=C(C)C(=O)C(C)=C1C
    .	1%	13%
COc1cccc2c(Cl)c(CC=C(Cl)Cl)c(C)nc12
    -9%	-2%	-29%
Cc1ccccc1S(=O)(=O)Cc1ccc(C(=O)NCc2ccccc2)o1
    -2%	-15%	-13%
O=C1C=C(NCCc2cc(Br)c(O)c(Br)c2)C(=O)c2ncccc21
    .	45µM*	1.2µM*
COc1ccc(CNC(=O)c2csc(Cc3ccccc3)n2)cc1
    -10%	-11%	-3%
CCCC(=O)Nc1ccccc1NC(C)=O
    -5%	1%	1%
Cc1cc(C)nc(NC(=O)C(C)C)n1
    -8%	5%	-6%
Fc1ccc(-c2ccc(/C=N/n3cnnc3)o2)cc1
    -11%	23%	19%
O=C(CC(O)(c1ccccc1)C(F)(F)F)c1cccs1 (stereo unspecified)
    1%	-1%	-7%

6 records drawn at random from those above, as already listed:
Values run as follows: KAT2A inh	FEN1 inhibitor	DT40 TDP1 CPT
Cc1ccccc1S(=O)(=O)Cc1ccc(C(=O)NCc2ccccc2)o1
    -2%	-15%	-13%
Cc1ccccc1NC(=S)N1CCCC1
    9%	-4%	2%
CON=C1C=C(C)C(=O)C(C)=C1C
    .	1%	13%
O=C(CC(O)(c1ccccc1)C(F)(F)F)c1cccs1 (stereo unspecified)
    1%	-1%	-7%
CCc1cc2c(COC(=O)c3cccc(NS(C)(=O)=O)c3)cc(=O)oc2cc1O
    -7%	-20%	16µM*
O=C1C=C(NCCc2cc(Br)c(O)c(Br)c2)C(=O)c2ncccc21
    .	45µM*	1.2µM*

The list continues:
Values run as follows: KAT2A inh	FEN1 inhibitor	DT40 TDP1 CPT
CCC(C)Nc1nc2c(c(=O)[nH]c(=O)n2C)n1CCCc1ccccc1 (stereo unspecified)
    -4%	-6%	10%
Cc1c(NC(=S)NC(=O)c2cc3ccccc3o2)c(=O)n(-c2ccccc2)n1C
    1%	-9%	-1%
Cc1cc(C(C)(C)C)cc(S(=O)(=O)Nc2cccc(C(=O)O)c2)c1C
    -2%	-5%	-3%
O=C(CN1CCC(n2nnc3cc(F)ccc32)CC1)NC1CC1
    3%	0%	12%
Clc1ccc(Oc2nnnn2-c2ccccc2)cc1
    4%	-11%	-7%
CC(=O)Nc1nnc(SCC(=O)NCc2ccc3c(c2)OCO3)s1
    -9%	-14%	-12%
C=C(C)COc1ccc(-c2ncnc(C(F)(F)F)c2-c2ccc(OC)cc2)c(O)c1
    -7%	-8%	-24%
Cc1cccc2c1-c1sc(C(=O)N(C)c3cccc(Cl)c3)cc1CO2
    -12%	-2%	16µM*
Cc1ccc(S(=O)(=O)N2CCN(C(=O)c3cc(-c4cccs4)nn3-c3ccccc3)CC2)cc1
    -3%	4%	13µM*
Cc1ccnc(SCC(=O)N2CCN(c3cccc(Cl)c3)CC2)n1
    -21%	-6%	-30%
O=C(NCc1ccco1)C1CCN(C(=O)c2ccc(Cl)cc2)CC1
    0%	2%	-11%
CCCCC(c1nnnn1CCOC)N1CCN(C)CC1 (stereo unspecified)
    2%	-3%	-2%
CCOc1ccc(CCNC(=O)COC(=O)COc2ccc(C#N)cc2)cc1OCC
    -7%	0%	8%
CN(CCCc1cnc[nH]1)C(=S)NCCCN(Cc1ccc(Cl)cc1)c1ccc(Br)cn1
    .	2%	?
CC(=O)Oc1ccc(/C(C)=N/N2CCN(Cc3ccc(C)cc3)CC2)cc1
    -1%	1%	-22%
CCCn1c(SCc2nc(-c3ccccc3C)no2)nnc1-c1ccc(Cl)cc1
    -13%	14%	13µM*
O=C(Nc1ccc2c(c1)OCCO2)N1CCN(c2ccccc2)CC1
    17%	-2%	-6%
CCN(CC)C(=O)C1CCN(CC2CC=CCC2)CC1 (stereo unspecified)
    2%	2%	0%
COc1ccc(/C=N\N=C2/SC(CC(=O)O)C(=O)N2c2ccc(O)cc2)cc1OC (stereo unspecified)
    21%	11%	-2%
Nc1nc(-c2cc3ccccc3o2)cs1
    -4%	7%	6%
CN(C)c1ccc(-c2nc3cnccn3c2Nc2ccc3c(c2)OCCO3)cc1
    -14%	?	-30%
CCC(C)NC(=O)CN(c1cc(C)cc(C)c1)S(=O)(=O)c1c(C)[nH]c(=O)[nH]c1=O (stereo unspecified)
    -24%	14%	-7%
Cc1ccc(OCCC(=O)N(Cc2ccccc2)c2c(N)n(Cc3ccccc3)c(=O)[nH]c2=O)cc1
    -24%	-1%	?
CCc1nc(=O)c(-c2ccccc2)c(C)n1-c1ccccc1
    -4%	16%	-14%
Cc1ccc(NS(=O)(=O)c2ccc(NC(=O)N3CCCC3)cc2)cc1C
    2%	7%	0%
CCn1c(SCC(=O)c2ccc(OC)cc2)nnc1C(C)NC(=O)c1ccc(OC)cc1 (stereo unspecified)
    -7%	-2%	?
Cc1ccc(C(=O)C2(C)C3c4cc(Br)ccc4OC(=O)C32C(=O)c2ccco2)cc1 (stereo unspecified)
    -17%	4%	-17%
O=C(CSc1ccc2nnc(-c3ccccn3)n2n1)Nc1ccccc1
    -6%	4%	-6%
CCOC(=O)N1CCC(NC(=O)C2CCCN(S(=O)(=O)c3ccc4c(c3)oc(=O)n4C)C2)CC1 (stereo unspecified)
    2%	-5%	-27%
Cc1ccc[n+](-c2nc([O-])sc2/C=N/Nc2ccc([N+](=O)[O-])cc2)c1
    -3%	12%	?
Cc1cc(NC(=O)NCc2ccccc2)c(=O)n(Cc2ccc(F)cc2)c1
    3%	-13%	-101%
Cc1ccc(C)c(NS(=O)(=O)c2ccc(OCC(=O)NCC3CCCO3)cc2)c1 (stereo unspecified)
    0%	-5%	-20%
c1ccc2c(c1)SCc1nnc(-c3ccncc3)n1-2
    -5%	6%	-4%
CCC(=O)NCCn1c(C)cc2ccccc21
    -7%	-6%	3%
O=C(c1ccccc1F)N1c2ncnn2C2(CCCCC2)[C@@H]2CCCC[C@@H]21
    0%	11%	?
CN(c1c[nH]c(=O)[nH]c1=O)C1CCCCC1
    0%	5%	12%
Cc1cc(C(=O)CSc2nc(N)cc(=O)[nH]2)c(C)n1CC1CCCO1 (stereo unspecified)
    -3%	1%	16µM*

Some of the compounds tested (hit frequency here may not be typical).
